# Source: PubChem BioAssay (National Center for Advancing Translational Sciences (NCATS))
# HCV inh: blocks hepatitis C virus; Huh7.5.1 HCVcc-Cre infection, luciferase reporter, 44 h; Potency, µM (top dose mostly 41.8 µM), inactives show top-dose activity change, negative = inhibition, most hits filed as inhibitors; 340,000 tested, 3.4% active; AID 651820; note: potency is the fitted concentration of half-maximal effect
#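 Compounds are dispensed onto cells plated 4 h earlier at 1,000 per well, with HCVcc-Cre virus (about 0.5 moi) added next. Following 44 h of culture, luminescent signal is measured for 15 sec after 15 min with substrate at room temperature.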
# Sm TGR inh: inhibitors of Schistosoma mansoni thioredoxin glutathione reductase; Q962Y6; purified TGR, DTNB reduction, TNB absorbance 405 nm; Potency, µM (highest dose often 114 µM), for the others: at the top dose activity change, negative = inhibition, most hits filed as inhibitors; 360,000 tested, 3% active; AID 485364; note: potency is the fitted concentration of half-maximal effect; nearly all actives have a fitted effect of over 60% in size
#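 TGR 20 nM + NADPH 100 uM (dispensed conc.), cpd preinc 15 min RT; start with NADPH (500 uM addition) then DTNB (15 mM addition). Kinetic TNB absorbance, 405 nm filter. Four-parameter Hill fit across titration.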
# AmpC inh no detg: inhibitors of E. coli AmpC beta-lactamase without detergent. 330,000 tested, 0.52% active. P00811. Potency, µM (series often up to 57.1 µM), for the others: at the top dose activity change, negative = inhibition, most hits filed as inhibitors. AmpC nitrocefin hydrolysis, absorbance 480 nm, 0.0001% Triton;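 note: potency is the fitted concentration of half-maximal effect; plate controls were no compound for no effect and no enzyme for full effect; nearly all actives have a fitted effect of over 20% in size; some results filed as inactive show a strong effect at the top dose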
# Target sequence (P00811 whole entry, looked up): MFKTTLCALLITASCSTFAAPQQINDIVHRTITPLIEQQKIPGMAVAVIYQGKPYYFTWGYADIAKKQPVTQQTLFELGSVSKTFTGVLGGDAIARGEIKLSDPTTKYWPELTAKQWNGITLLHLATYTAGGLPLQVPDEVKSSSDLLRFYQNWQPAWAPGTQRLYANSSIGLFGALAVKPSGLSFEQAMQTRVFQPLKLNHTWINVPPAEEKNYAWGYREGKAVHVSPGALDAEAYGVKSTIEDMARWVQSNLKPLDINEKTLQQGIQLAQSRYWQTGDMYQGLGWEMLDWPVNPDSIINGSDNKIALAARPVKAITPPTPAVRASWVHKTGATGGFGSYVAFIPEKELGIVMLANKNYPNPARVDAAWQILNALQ
#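 20 mM phosphate pH 7.0 + 0.01% (detergent screen) or 0.0001% Triton X-100; 5.3 nM AmpC reagent; cpd preinc 15 min RT; nitrocefin (800 uM stock) to start; A480 q20 s × 4 min; Activity was normalised to no-enzyme and no-compound control wells.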
# AmpC inh detg: inhibitors of E. coli AmpC beta-lactamase with detergent; Potency, µM (top dose mostly 114 µM), without a hit: at the top dose activity change, negative = inhibition, actives largely listed as inhibitors; 370,000 tested, 0.041% active; AmpC hydrolysis of nitrocefin, absorbance 480 nm, 0.01% Triton; P00811; AID 485294;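 note: potency is the fitted concentration of half-maximal effect; 0% = no-compound wells and -100% = no-enzyme wells; nearly all actives have a fitted effect of over 25% in size; some results filed as inactive show a strong effect at the top dose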
#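 AmpC (5.3 nM in the dispensed reagent) in 20 mM phosphate pH 7.0 with 0.01% (detergent screen) or 0.0001% Triton X-100 was preincubated with compounds for 15 min at room temperature. Nitrocefin was then added from an 800 uM solution, and hydrolysis was followed at 480 nm.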
# HCMV inh: blocks human cytomegalovirus replication; activity change, negative = inhibition, % at 57.5 µM; 410,000 tested, 4.5% active; HFF cells, HCMV-luciferase reporter, 72 h; active compounds read low; AID 1259415; in the data active = activity change below about -60%; inconclusive = no clear call, values can overlap the other calls; inactive = above about -39%
#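 Luciferase read-out from HCMV-luciferase-infected HFFs (MOI 1 PFU/cell) 72 h post infection at 37C; compounds added after 16 h cell attachment; activity normalized between buffer-only basal and Salinomycin (10uM) inhibitor controls.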
# FBPA Giardia inh: inhibitors of Giardia lamblia fructose-1,6-bisphosphate aldolase; A8B2U2; purified Giardia FBPA; 290,000 tested, 0.71% active; Potency, µM (top dose mostly 59.6 µM), without a hit: at the highest dose activity, negative = inhibition, actives largely listed as inhibitors; note: potency is the fitted concentration of half-maximal effect; nearly all actives have a fitted effect of over 55% in size
# Target sequence (A8B2U2 whole entry, looked up): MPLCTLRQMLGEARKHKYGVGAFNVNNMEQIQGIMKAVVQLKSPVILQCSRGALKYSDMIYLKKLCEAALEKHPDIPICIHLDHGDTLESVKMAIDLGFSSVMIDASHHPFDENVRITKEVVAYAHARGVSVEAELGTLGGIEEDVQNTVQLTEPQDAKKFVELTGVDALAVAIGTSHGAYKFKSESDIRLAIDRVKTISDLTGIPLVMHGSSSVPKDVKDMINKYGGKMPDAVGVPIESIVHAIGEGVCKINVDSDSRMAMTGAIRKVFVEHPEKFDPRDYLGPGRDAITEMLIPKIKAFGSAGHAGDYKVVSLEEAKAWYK
#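 Giardia FBPA (40 nM reagent) was preincubated 10 min at RT with compound (up to 57.5 uM final), then substrate plus GAPDH/TPI/NAD/arsenate coupling system with diaphorase/resazurin was added; resorufin fluorescence (525/598 nm) was read after 20 min.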
# Active calls of the source: *; u = inconclusive; x = not tested or not shown; & = joins results of further samples; [ ] = remark or other dose. Unless noted, calls come from the whole dose curve; as a rule, active = well fitted curve in the direction sought with a large enough effect; inconclusive = small, poorly fitted or top-dose-only effect, or another doubt; inactive = no such curve, though single readings can be large; an effect the other way counts as inactive or inconclusive. Unless noted, % is set by controls: 0 for no effect and ±100 for the full control effect.
# Screens by letter – A = HCV inh; B = Sm TGR inh; C = AmpC inh no detg; D = AmpC inh detg; E = HCMV inh; F = FBPA Giardia inh
COc1cc(/C=N/N=C2/C(=O)Nc3ccccc32)ccc1O
  A: 13%	B: -13%	C: -19%	D: -10%	E: 112	F: -2%
C/C(=N\N(C)C)c1ccc(OCCOc2ccc([N+](=O)[O-])cc2)cc1
  A: -15%	B: -3%	C: -10%	D: 10%	E: -35	F: 13%
COc1cc2c3nnc(-c4ccc(F)cc4)c-3cn(Cc3ccccc3F)c2cc1OC
  A: u	B: 0%	C: 41%	D: -8%	E: -89*	F: 2%
COC(=O)C(NC(C)=O)(Nc1ccc(Br)cn1)C(F)(F)F (stereo unspecified)
  A: 5%	B: 41%	C: 0%	D: -14%	E: -2	F: 1%
O=C(CCN1CCCC1Cc1ccccc1)c1ccc2c(c1)OCCO2 (stereo unspecified)
  A: u	B: 0.32µM*	C: x	D: 3%	E: 19	F: -5%
NS(=O)(=O)c1ccc(NC(=O)CSc2cn[nH]n2)cc1
  A: 16%	B: 7%	C: 10%	D: -2%	E: 9	F: -6%
COc1ccc(NC(=O)c2cccc(S(=O)(=O)N3CCc4ccccc43)c2)cn1
  A: u	B: -10%	C: -22%	D: 1%	E: u	F: u
COc1cc(CNc2ccc(C(=O)O)cc2)cc(Br)c1OCC(=O)NC(C)(C)C
  A: 12%	B: -14%	C: -34%	D: -12%	E: -13	F: -1%
Cn1c(=O)c2c(SCC(=O)NCc3ccco3)nc(-c3cccc(F)c3)nc2n(C)c1=O
  A: x	B: 0%	C: x	D: -8%	E: 0	F: x
CCOc1ccc2nc(NC(=O)CSc3nc4cccnc4n3C)sc2c1
  A: u	B: 5%	C: -10%	D: -1%	E: -30	F: 2%
COc1ccc(Nc2ncnc3ccccc23)cc1
  A: u	B: -3%	C: -14%	D: -6%	E: -25	F: -30%
COc1ccc(CCNC(=O)CSc2nnc(Cc3csc(N)n3)n2C)cc1OC
  A: 15%	B: -6%	C: -4%	D: -11%	E: u	F: -11%
COc1ccc(Cn2c(C(=O)O)c(CNC3CCCC3)c3ccc(OC)cc32)cc1
  A: x	B: -11%	C: x	D: 0%	E: -11	F: x
O=C(O)c1cc(-c2ccco2)nn1-c1ccc(Cl)cc1
  A: 3%	B: 5µM*	C: -43%	D: -1%	E: -9	F: -1%
CCOC(=O)CNC(=O)N1CCc2cc(S(=O)(=O)N3CCC(C)CC3)ccc21
  A: x	B: 1%	C: x	D: 26%	E: 55	F: x
COc1ccc(N(Cc2ccccc2)S(=O)(=O)c2ccc(C)cc2)cc1
  A: 1%	B: x	C: -25%	D: -1%	E: u	F: -12%
CC(CN(C(N)=O)c1ccccc1O)C(=O)O (stereo unspecified)
  A: 8%	B: -8%	C: -6%	D: -16%	E: -9	F: -23%
O=C(O)c1ccc2c(c1)S(=O)(=O)c1cc(Cl)ccc1C2=O
  A: 5%	B: -28%	C: -13%	D: 1%	E: -24	F: x
Cc1ccc(N2CC(NC(=O)c3ccc4c(c3)OCO4)CC2=O)cc1 (stereo unspecified)
  A: x	B: 9%	C: x	D: -3%	E: 6	F: x
Nc1nc(SCC(=O)c2ccc(Oc3ccccc3)cc2)n[nH]1
  A: 6%	B: 13%	C: -11%	D: 0%	E: 18	F: -13%

# Individual results from the list.
# `Nc1nc(SCC(=O)c2ccc(Oc3ccccc3)cc2)n[nH]1` – FBPA Giardia inh = -13%
# `COc1ccc(Nc2ncnc3ccccc23)cc1` – HCMV inh = -25
# `COc1ccc(Cn2c(C(=O)O)c(CNC3CCCC3)c3ccc(OC)cc32)cc1` – HCMV inh = -11
# `CC(CN(C(N)=O)c1ccccc1O)C(=O)O` (stereo unspecified) – AmpC inh detg = -16%
# `COc1ccc(N(Cc2ccccc2)S(=O)(=O)c2ccc(C)cc2)cc1` – AmpC inh detg = -1%

# (further entries)
# Screens by letter – A = HCV inh; B = Sm TGR inh; C = AmpC inh no detg; D = AmpC inh detg; E = HCMV inh; F = FBPA Giardia inh
COc1ccc(/C=N/N=C2\SCC(=O)N2c2c(C)n(C)n(-c3ccccc3)c2=O)cc1OC
  A: 0%	B: -6%	C: -22%	D: u	E: -27	F: -1%
COc1cc(CNCc2ccc(OC)cc2OC)cc(OC)c1
  A: u	B: u	C: 0%	D: -14%	E: -32	F: u
Cc1nnc(C)n1/N=C/c1ccc(-c2ccccc2)cc1
  A: 10%	B: -4%	C: 128%[activator]	D: -5%	E: 32	F: 11%
CC(=O)N1CCc2cc(CNC(=O)c3ccccc3Br)ccc21
  A: x	B: 0%	C: x	D: 9%	E: -15	F: x
CC1(C)C2CCC(C2)C1(C)NC(=O)CNCC1CCCCC1 (stereo unspecified)
  A: -12%	B: -26%	C: 1%	D: u	E: -25	F: u
CC(C)[C@H](NC(=O)c1ccccc1)C(=O)OCC(=O)N1CCc2ccccc2C1
  A: 10%	B: 0%	C: 9%	D: -15%	E: 28	F: 1%
CC(C)C(OC(=O)c1ccco1)C(=O)NC1CCCC1 (stereo unspecified)
  A: 9%	B: 4%	C: -3%	D: -11%	E: -8	F: -12%
Cc1c(C)n2c(SCC(=O)N3CCOCC3)nnc2[nH]c1=O
  A: 3%	B: -2%	C: -18%	D: u	E: -12	F: x
CCN(CC)S(=O)(=O)c1ccc(Cl)c(NC(=O)COC(=O)/C=C/c2ccc(O)c(OC)c2)c1
  A: u	B: -11%	C: -35%	D: u	E: -4	F: -12%
COc1ccccc1C(=O)Nc1ccc(C(=O)OCc2cc(=O)n3nc(C)sc3n2)cc1
  A: x	B: -4%	C: x	D: u	E: 70	F: x
O=C(NCC(c1cccs1)N1CCOCC1)c1ccc(Cl)c([N+](=O)[O-])c1 (stereo unspecified)
  A: u	B: -7%	C: -12%	D: -2%	E: -37	F: 4%
CCn1c(SCC(=O)NC2CC2)nnc1-c1ccncc1
  A: -1%	B: 3%	C: -11%	D: 3%	E: 56	F: 9%
Cc1cc(C)c(S(=O)(=O)N2CCN(C(=O)C3COc4ccccc4O3)CC2)c(C)c1 (stereo unspecified)
  A: 11µM*	B: -3%	C: -16%	D: -10%	E: 8	F: x
Cc1cccc(NCCNc2cccc(C)c2)c1
  A: u	B: 6%	C: -27%	D: -4%	E: 80	F: -1%
O=C(COC(=O)CN1C(=O)C2CC=CCC2C1=O)Nc1cc(C(F)(F)F)ccc1N1CCOCC1 (stereo unspecified)
  A: -2%	B: -10%[11.4 µM]	C: 88%[activator]	D: u	E: 2	F: 5%
COC(=O)c1cc(C(=O)CC(C)C)c[nH]1
  A: u	B: x	C: -1%	D: 5%	E: 23	F: -1%
CCOCc1nnc(NC(=O)CSCc2ccccc2)s1
  A: 17%	B: -17%	C: -28%	D: u	E: 41	F: -9%
CC1CCCC(NC(=O)COC(=O)Cc2c[nH]c3ccccc23)C1C (stereo unspecified)
  A: 7%	B: 0%	C: -18%[11.4 µM]	D: u	E: 4	F: -3%
CC(=O)c1cccc(NC(=O)CSc2nc(=O)n(Cc3ccco3)c3c2CCC3)c1
  A: x	B: -27%	C: x	D: 2%	E: -28	F: x
CCCCN(CCCC)CCCNC(=O)Cn1cc2c(n1)-c1c(oc(C(=O)N3CCCC3)c1C)CC2
  A: -5%	B: 9%&-2%	C: 67%[activator]	D: 1%&2%	E: u	F: -25%

# Rewritten field by field: entries from further up
COc1ccc(NC(=O)c2cccc(S(=O)(=O)N3CCc4ccccc43)c2)cn1
  HCV inh = u
  Sm TGR inh = -10%
  AmpC inh no detg = -22%
  AmpC inh detg = 1%
  HCMV inh = u
  FBPA Giardia inh = u

COc1cc(CNc2ccc(C(=O)O)cc2)cc(Br)c1OCC(=O)NC(C)(C)C
  HCV inh = 12%
  Sm TGR inh = -14%
  AmpC inh no detg = -34%
  AmpC inh detg = -12%
  HCMV inh = -13
  FBPA Giardia inh = -1%

# The list goes on.
# Screens by letter – A = HCV inh; B = Sm TGR inh; C = AmpC inh no detg; D = AmpC inh detg; E = HCMV inh; F = FBPA Giardia inh
Cc1ccccc1-c1nc2ccccc2c(=O)n1/N=C/c1ccccc1[N+](=O)[O-]
  A: -21%	B: 3%	C: -11%	D: 6%	E: -16	F: 4.5µM*
O=C(CNC(=O)c1ccccc1)NCC(=O)OCc1ccccc1Cl
  A: -10%	B: 0%	C: -15%	D: 5%	E: -34	F: 4%
CCc1ccc2oc(C(=O)NCC(c3ccc(Cl)cc3)N3CCOCC3)c(C)c2c1 (stereo unspecified)
  A: x	B: -1%	C: x	D: 15%	E: 8	F: x
O=C(NCc1ccc(F)cc1)c1cccc(S(=O)(=O)N2CCCC2)c1
  A: -3%	B: 4%	C: -19%	D: u	E: -5	F: -2%
Cc1nc2cc(C(=O)OCC(=O)Nc3cccc(Cl)c3)ccc2n1-c1ccccc1
  A: -10%	B: -2%	C: -8%	D: -11%	E: -6	F: 11%
CCC(C)[C@H](N)c1nnc(SCc2cccc(F)c2)o1 (stereo partly specified)
  A: 8%	B: -3%	C: 16%	D: 5%	E: -2	F: 17%
Cc1ccc2c(c1)NC(=O)C(CC(=O)NCCCN1CCCC1=O)O2 (stereo unspecified)
  A: 9%	B: -21%	C: -17%	D: 0%	E: -1	F: 2%
CCCCNC(=O)Nc1nnc(-c2ccccc2)o1
  A: -6%	B: 6%	C: -14%	D: 1%	E: -5	F: 10%
O=C(NCCN1CCN(Cc2ccccc2Cl)CC1)Nc1ccccc1
  A: u	B: u	C: -2%	D: -12%	E: -2	F: 8%
Cc1ccc(NC(=O)COC(=O)c2ccco2)cc1S(=O)(=O)N1CCOCC1
  A: 19%	B: x	C: -13%	D: x	E: 0	F: x
CC1Cc2ccccc2N1C(=O)CN1C(=O)COc2ccccc21 (stereo unspecified)
  A: u	B: -1%	C: -12%	D: -9%	E: 17	F: 0%
CCOc1ccc(C(CC(=O)O)NC(=O)c2ccco2)cc1 (stereo unspecified)
  A: 12%	B: 0%	C: -25%	D: u	E: -4	F: 0%
Cn1cnnc1SCC(=O)NNC(=O)c1ccc(Cl)cc1
  A: 11%	B: -25%	C: -17%	D: -7%	E: -40	F: -2%
O=C(Nc1cccc(F)c1)NC1(C(=O)N2CCOCC2)CCCCC1
  A: 17%	B: -2%	C: -19%	D: 0%	E: -2	F: 6%
CCOC(=O)c1ccc(NC(=O)N2CC3CCCN3c3ccccc32)cc1 (stereo unspecified)
  A: x	B: -4%	C: x	D: 1%	E: -10	F: x
COc1ccc(C(=O)CSc2nc3ccc([N+](=O)[O-])cc3[nH]2)cc1
  A: -24%	B: -4%	C: -46%	D: -7%	E: -10	F: -29%
N#CC(c1ccncc1)(c1ncc(C(F)(F)F)cc1Cl)N1CCOCC1 (stereo unspecified)
  A: -22%	B: -8%	C: 0%	D: 4%	E: u	F: -29%
O=C(Cn1nnc(-c2ccc(CN3CCOCC3)cc2)n1)NC1CCCCC1
  A: u	B: 1%	C: -6%	D: u	E: 33	F: 6%
